Kir21 block – Kir2.1 (mouse) channel inhibition; P35561; HEK293-Kir2.1, FluxOR thallium flux fluorescence; active compounds read low; B-score at 10 µM; 310,000 tested, 0.85% active; AID 1672;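 active means fluorescence ratio B-score at or below minus 3 SD of library scores, with starting-brightness B-score within 2 SD, cut at about -4.2 in these data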;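 further: channel flux triggered by added potassium and thallium sulfate stimulus; B-score of peak minus minimum fluorescence over baseline after thallium stimulus; more negative B-score means stronger Kir2.1 block with less thallium influx; some compounds called inactive have numbers as strong as hits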
Target sequence (P35561 whole entry, looked up): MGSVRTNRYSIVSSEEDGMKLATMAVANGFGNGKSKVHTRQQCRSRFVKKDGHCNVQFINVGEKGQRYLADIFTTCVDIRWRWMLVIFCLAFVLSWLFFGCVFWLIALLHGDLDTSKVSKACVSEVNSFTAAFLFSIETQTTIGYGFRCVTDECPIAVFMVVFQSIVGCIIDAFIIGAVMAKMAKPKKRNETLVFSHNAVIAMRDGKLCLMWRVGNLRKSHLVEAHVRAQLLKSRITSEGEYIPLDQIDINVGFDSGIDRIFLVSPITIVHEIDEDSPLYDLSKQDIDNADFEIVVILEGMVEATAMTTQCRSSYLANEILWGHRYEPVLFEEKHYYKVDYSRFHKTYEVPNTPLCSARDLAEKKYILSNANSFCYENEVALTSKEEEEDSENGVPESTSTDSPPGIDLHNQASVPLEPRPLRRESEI
CHT block – inhibits the human high affinity choline transporter; CHT-expressing cells, membrane potential dye, choline response; active compounds read low; B-score at 10 µM; 310,000 tested, 0.86% active;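 active means B-score over 3 SD under the library average, and starting fluorescence ratio not unusually high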;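 further: choline stimulus applied at its EC90 after an EC20 pre-addition; B-score computed on integrated fluorescence ratio after choline addition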
Target sequence (Q9GZV3 whole entry, looked up): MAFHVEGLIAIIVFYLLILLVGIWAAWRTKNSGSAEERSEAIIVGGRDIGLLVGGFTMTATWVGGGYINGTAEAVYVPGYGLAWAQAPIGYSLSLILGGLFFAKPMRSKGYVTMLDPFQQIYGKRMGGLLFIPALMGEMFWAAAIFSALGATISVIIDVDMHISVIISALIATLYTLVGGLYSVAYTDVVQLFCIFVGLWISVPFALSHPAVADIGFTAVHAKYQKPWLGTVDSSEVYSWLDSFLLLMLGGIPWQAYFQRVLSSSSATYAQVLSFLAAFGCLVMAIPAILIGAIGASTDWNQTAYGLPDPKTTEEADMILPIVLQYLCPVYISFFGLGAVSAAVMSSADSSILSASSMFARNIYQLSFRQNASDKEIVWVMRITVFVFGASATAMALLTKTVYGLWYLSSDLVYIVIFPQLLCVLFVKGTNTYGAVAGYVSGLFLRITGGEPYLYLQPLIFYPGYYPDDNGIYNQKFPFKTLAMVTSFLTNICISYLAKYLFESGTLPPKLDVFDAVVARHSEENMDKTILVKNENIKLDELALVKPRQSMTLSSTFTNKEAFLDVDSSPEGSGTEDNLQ
Active calls of the source: *; i = inactive; · = no result given. Outcome played no part in choosing rows, and some 1.6% of all compounds hit somewhere here.

Second line of a record – Kir21 block | CHT block
(1) COC(=O)C1(C(=O)OC)NOC2C(=O)N(N(C)c3ncc(C(F)(F)F)cc3Cl)C(=O)C21 (stereo unspecified)
    -0.54 | i
(2) COc1ccc(C)cc1NC(=O)C1CCCN1S(=O)(=O)c1ccc2c(c1)CCC(=O)N2 (stereo unspecified)
    · | i
(3) CCOC(=O)Cc1csc(NC(=O)CSc2nc(=O)[nH]c3c2CCC3)n1
    1.68 | i
(4) CC(C)c1cc(-c2cc(C(=O)NCc3ccccc3)on2)nc(NCC2CC2)n1
    2.09 | i
(5) Cc1cc(Oc2ccc(=O)n(C)n2)nc(SCCOc2ccccc2)n1
    -2 | i
(6) COc1cccc(OCC(=O)N(Cc2nc(-c3ccc(Cl)cc3)no2)C(C)C)c1
    -1.15 | i
(7) CC(C)N(C(=O)COC(=O)[C@@H]1CC(O)CN1S(=O)(=O)c1ccc(C(C)(C)C)cc1)C(C)C (stereo partly specified)
    0.26 | i
(8) CCOC(=O)NCC(C)(C)CNC(=O)OCC
    2.17 | i
(9) COc1ccc(-c2nc(C=O)cs2)cc1
    0.22 | -5.51*
(10) CN(C(=O)c1cccs1)c1ccc(OCC(=O)Nc2ccc(C(=O)O)cc2)cc1
    -0.11 | i
(11) O=C(C1CCCO1)N1CCc2ccccc21 (stereo unspecified)
    0.6 | i
(12) CC1=CC(=C2C(=O)c3ccccc3C2=O)C=C(C)N1C
    -0.01 | i
(13) Cc1ccc(C(=O)OCC(=O)NCc2cccs2)cc1C
    -0.41 | i
(14) CCSc1nnc(NS(=O)(=O)c2ccc(OC)cc2)s1
    -0.57 | i
(15) Cc1cc(SCC(=O)OCC(=O)c2c(N)n(C)c(=O)n(C)c2=O)c(C)cc1Br
    -1.08 | i

Look-ups from the results shown:
no. 10 – Kir21 block: -0.11
no. 6 – Kir21 block: -1.15

Records 13–15 from above:
Second line of a record – Kir21 block | CHT block
(13) Cc1ccc(C(=O)OCC(=O)NCc2cccs2)cc1C
    -0.41 | i
(14) CCSc1nnc(NS(=O)(=O)c2ccc(OC)cc2)s1
    -0.57 | i
(15) Cc1cc(SCC(=O)OCC(=O)c2c(N)n(C)c(=O)n(C)c2=O)c(C)cc1Br
    -1.08 | i

Further records:
Second line of a record – Kir21 block | CHT block
(16) O=C(c1ccc([N+](=O)[O-])s1)N1CCN(c2ccccn2)CC1
    0.06 | i
(17) COc1ccc(CNC(=O)C2CCCN2S(=O)(=O)c2ccccc2)cc1 (stereo unspecified)
    -0.69 | i
(18) Cc1ccc(CC2C(=O)N(c3cc(C)ccc3C)C(=O)C2C)cc1 (stereo unspecified)
    -1.2 | i
(19) O=C(O)CCNS(=O)(=O)c1ccc2ccccc2c1
    -0.98 | i
(20) COc1cccc(/C=c2/s/c(=C(\C#N)C(=O)N3CCOCC3)n(-c3ccccc3)c2=O)c1
    -0.09 | i
(21) CN(C)c1nc(N)c([N+](=O)[O-])c(NCC2CCCO2)n1 (stereo unspecified)
    1.8 | i
(22) Cc1ccc(-c2n[nH]c(=O)c3ccccc23)cc1S(=O)(=O)N(C)C
    0.01 | i
(23) Cc1nc(C)c(C(=O)C2=C(O)C(=O)N(CCCn3ccnc3)C2c2ccc(Cl)cc2)s1 (stereo unspecified)
    -0.15 | i
(24) CCOC(=O)c1cnc(N2CCN(C(=O)OCC)CC2)[nH]c1=O
    -0.04 | i
(25) CC(C(=O)N1CCCC1)c1ccc([N+](=O)[O-])cc1 (stereo unspecified)
    2.1 | i
(26) O=C(CCc1ccccc1)Nc1ncc2c(n1)CCCC2=O
    0.01 | i
(27) COc1ccc(CCNC(=O)C(=O)NCc2ccccc2)cc1OC
    1.8 | i
(28) Cc1ccc(CN(C)C(=O)COC(=O)CSc2ccc([N+](=O)[O-])cc2)cc1
    -0.04 | i
(29) Cc1cccc(C)c1OCCN1CCCC1
    0.32 | i
(30) CCOc1ccccc1NC(=O)C1CCN(C(=O)NCc2ccccc2)CC1
    0.28 | i
(31) COC(=O)c1ccc(CO/N=C/c2ccc(OC)cc2OC)cc1
    -1.09 | i
(32) CCO/N=C(/c1nonc1N)N1CCN(c2ccc([N+](=O)[O-])cc2)CC1
    0.05 | i
(33) Cc1nn(C)c(Cl)c1CN1CCN(CCC(C)C)C(CCO)C1 (stereo unspecified)
    -0.44 | i
(34) O=C(CCCN1C(=O)c2ccccc2C1=O)NCCCN1CCOCC1
    0.96 | i
(35) CCOc1ccc(CCNC(=O)COC(=O)c2ccc(Cl)nc2)cc1OCC
    -0.02 | i
(36) COc1ccccc1N1CCN(C(=O)c2cc3c(s2)CCC3)CC1
    -0.45 | i
(37) CCCN1CCN(C(=O)c2cc(COc3ccc(F)c(F)c3)on2)CC1
    0.4 | i
(38) O=C(O)c1cccc([N+](=O)[O-])c1C(=O)Nc1ccc2ccccc2c1
    0.3 | i
(39) CCCCCCCSc1nnc(-c2ccccc2N)c(=O)[nH]1
    1.1 | i
(40) CC1(C)Cc2cccc(OCC(=O)Nc3ccccc3C(F)(F)F)c2O1
    -0.55 | i
(41) COc1ccc(-c2[nH]ncc2CN2CCCCCCC2)c(OC)c1
    0.17 | i
(42) O=C(CN1C(=O)COc2ccccc21)N1CCOCC1
    -1.22 | i
(43) COc1ccc(C2C(C(N)=O)=C(C)Nc3nc(-c4ccccc4OC)nn32)cc1OC (stereo unspecified)
    -0.05 | i
(44) C=CCNC(=O)C(=O)N/N=C/c1cccc(Br)c1
    -1.57 | i
(45) C=CCn1c(SCC(=O)c2c(N)n(C)c(=O)n(C)c2=O)nc2sc(CC)cc2c1=O
    2.68 | i
(46) CCOCCn1c(SCCc2ccccc2)nc2c1c(=O)[nH]c(=O)n2C
    -0.8 | i
(47) CC(C)NC(=O)C1CCN(C(=O)C(C(=O)c2ccccc2)n2cc(Cl)ccc2=O)CC1 (stereo unspecified)
    0.09 | i
(48) CCC(C)[C@H](NC(=O)[C@@H]1CSC2c3ccccc3C(=O)N21)C(=O)NCc1ccco1 (stereo partly specified)
    0.27 | i
(49) Cc1sc(NC(=O)CN(CCc2ccccc2)C(=O)C2CC2)c(C(N)=O)c1C
    1.59 | i
(50) COc1cc(C(=O)OCC(=O)NC2CCS(=O)(=O)C2)ccc1OCc1c(C)noc1C (stereo unspecified)
    -0.97 | i
(51) C=CCN(c1ccccc1C(=O)NCC(=O)O)S(=O)(=O)c1ccc(C)cc1
    -0.02 | i
(52) O=C1/C(=N\S(=O)(=O)c2cccs2)C([n+]2ccccc2)=C([O-])c2ccccc21
    0.57 | i
(53) Cc1ccc(CNC(=O)CCCNS(=O)(=O)c2cccc3nonc23)cc1
    0.68 | i
(54) COc1cc(NC(=O)CCN2CCN(C/C=C/c3ccccc3)CC2)cc(OC)c1
    0.08 | i
(55) CC1(C)Oc2ccc(C(=O)N3CCCCC3)cc2N(CC(=O)NCc2ccccc2)C1=O
    0.73 | i
(56) Fc1ccccc1-c1nc(N2CCCCC2)c2ccccc2n1
    -0.92 | i
(57) CN(CCC#N)C(=O)COC(=O)c1ccc2[nH]c3c(c2c1)CCCC3
    -0.02 | i
(58) CCOC(=O)c1c(NC(=O)C(C)Sc2cn(C)c3ccccc23)sc2c1CCC2 (stereo unspecified)
    0.63 | i
(59) O=C(c1cccc(Cl)c1)N1CCn2c1nc1ccccc12
    -1.31 | i
(60) NS(=O)(=O)c1cccc(NC(=O)COC(=O)C2CCN(S(=O)(=O)c3cccs3)CC2)c1
    -0.18 | i
(61) CCCC(=O)NC(c1ccc(N(C)C)cc1)c1ccc2cccnc2c1O (stereo unspecified)
    -0.24 | i
(62) O=C(NCCCN1CCOCC1)C1(c2ccccc2)CCOCC1
    -0.01 | i
(63) COC(=O)COc1ccc(S(=O)(=O)NCc2ccc3c(c2)OCO3)cc1C
    -3 | i
(64) COc1ccc(CC(=O)N/N=C/c2cccnc2)cc1OC
    -1.88 | i
(65) O=C(Nc1ccccc1)c1ccccc1NC(=O)[C@H]1CCCC[C@H]1C(=O)O
    0.4 | i
(66) OC(COc1c(F)cc(Br)cc1F)CN1CCN(c2ccc(F)cc2)CC1 (stereo unspecified)
    0.5 | i
(67) CC1CN(C(=S)NC(=O)c2ccccc2)CC(C)O1 (stereo unspecified)
    0.65 | i
(68) Cc1[nH]c(C)c(S(=O)(=O)NCc2ccc(F)cc2)c1C(=O)N1CCCCC1
    0.32 | i
(69) O=C(Nc1ccc(F)cc1)C(c1ccccc1)N1CCN(S(=O)(=O)c2ccc3ccccc3c2)CC1 (stereo unspecified)
    0.67 | i
(70) CCN(CCO)C(=S)Nc1cc(S(=O)(=O)N(C)C)ccc1C
    0.1 | i
(71) CC(C)C(NC(=O)COc1ccccc1)C(=O)O (stereo unspecified)
    0.38 | i
(72) COC(=O)CC/C(O)=C1/C(=N)CC(C)(C)CC1=O
    1.66 | i
(73) Cc1ccc(NC(=S)N(C)N)cc1Cl
    -0.05 | i
(74) CSCCC(NS(=O)(=O)/C=C/c1ccccc1)C(=O)N1CCC(C)CC1 (stereo unspecified)
    -0.1 | i
(75) O=C(NCc1ccco1)C(=O)c1c[nH]c2ccccc12
    0 | i

Of the compounds above, two have a furan ring, fused or not:
Second line of a record – Kir21 block | CHT block
(48) CCC(C)[C@H](NC(=O)[C@@H]1CSC2c3ccccc3C(=O)N21)C(=O)NCc1ccco1 (stereo partly specified)
    0.27 | i
(75) O=C(NCc1ccco1)C(=O)c1c[nH]c2ccccc12
    0 | i

Remaining list, next part
Second line of a record – Kir21 block | CHT block
(76) Cc1ccc(CCC(=O)Nc2nccs2)o1
    0.33 | i
(77) O=C(CCN1C(=O)/C(=C\C=C\c2ccccc2)SC1=S)Nc1ccccc1C(=O)O
    0.16 | i
(78) COC(=O)c1c(C)oc2ccc(N(C(=O)c3ccncc3)S(=O)(=O)c3ccc(C)cc3C)cc12
    -0.63 | i
(79) CCn1c(=O)cc(SCC(=O)NCC2CCCO2)c2ccccc21 (stereo unspecified)
    1.24 | i
(80) COc1cccc(C2C(=O)N(C3CCCCC3)CC(=O)N2Cc2ccc(F)cc2)c1 (stereo unspecified)
    -0.09 | i
(81) COc1ccc(S(=O)(=O)NCC(=O)NCc2cc(=O)n(C)c(=O)n2C)cc1F
    -0.05 | i
(82) Cc1cccc(C)c1NC(=O)CSCC(=O)c1ccc(O)c(O)c1
    -0.48 | i
(83) CC(C)NC(=O)NC(=O)CSc1nncn1C
    1.13 | i
(84) O=C(CCN1C(=O)C2C3C=CC(C4CC34)C2C1=O)Oc1ccc(Br)cc1 (stereo unspecified)
    1.25 | i
(85) COc1ccccc1N1CCN(C(=O)c2cnn3cccnc23)CC1
    0.09 | ·
(86) Cc1ccc(Cl)cc1NC(=O)c1ccc(NC(=O)CCC(=O)O)cc1
    0.58 | i
(87) COc1ccc(/C=C(\C#N)C(=O)C(C)(C)n2cncn2)cc1
    1.1 | i
(88) CCCCCCSc1nsc(NC(=O)CC(C)C)n1
    -0.31 | i
(89) Cc1nn(-c2ccccc2)c(N2CCCC2)c1/C=C1\N=C(c2ccc(F)cc2)OC1=O
    1.98 | i
(90) Cc1nc(N2CCOCC2)nc(OC(C)C)c1[N+](=O)[O-]
    0.48 | i
(91) COc1cccc(/C=N/NC(=O)CC2C(=O)NN=C2C)c1O (stereo unspecified)
    -1.41 | i
(92) O=c1c2ccccc2nc(-c2ccc(Cl)c(Cl)c2)n1O
    0.59 | i
(93) Cn1c(=O)c2cc3c(nc2n(C)c1=O)CC(c1ccccc1)CC3=O (stereo unspecified)
    1.01 | i
(94) CCOC(=O)C1C(c2ccc(O)c(OC)c2)NC(=O)NC1(O)C(F)(F)F (stereo unspecified)
    -0.65 | i
(95) Cc1csc(CN(C)C(=O)CC2C(=O)NCCN2Cc2ccc(Cl)c(F)c2)n1 (stereo unspecified)
    -1.79 | i
(96) C=CCNC(=S)NNc1nc2sc3c(c2c(=O)[nH]1)CC(C)(C)OC3
    0.57 | i
(97) Cc1cc(C(=O)N2CCCC(N3CCN(c4ccccc4C)CC3)C2)nc(C)n1 (stereo unspecified)
    0.49 | i
(98) Cc1ccc(NC(=O)CCOc2ccccc2)cc1S(=O)(=O)Nc1ccccc1Cl
    0.54 | i
(99) O=C(NCCc1nc(-c2ccccc2)no1)c1ccco1
    0.78 | i
(100) COc1cccc(C(=O)OCC(=O)NCCc2ccccc2)c1OC
    -0.34 | i
(101) Cc1ccc2ccccc2c1NC(=O)Cn1nnc(-c2cccnc2)n1
    1.39 | i
(102) Cc1cccc(N(CC(=O)NCc2ccco2)C(=O)CCC(=O)Nc2nccs2)c1
    -0.01 | i
(103) Cc1nc2ccccn2c1C(=O)NCc1cccnc1
    -0.67 | i
(104) CCOC(=O)Cn1ncn(-c2ccc(OC(F)(F)F)cc2)c1=O
    -1.16 | i
(105) O=C(NCCC1=CCCCC1)C(=O)NCC(c1ccco1)N1CCN(c2ccccc2F)CC1 (stereo unspecified)
    -1.1 | i
(106) C=CCn1c(COc2cccc3cccnc23)nnc1SCC(=O)O
    0.76 | i
(107) COc1ccc(CCNC(=O)CCCn2c(=O)[nH]c3cc(OC)c(OC)cc3c2=O)cc1OC
    -0.48 | i
(108) O=C(C1=C(O)C(=O)N(CCN2CCOCC2)C1c1cccs1)c1cc2ccccc2o1 (stereo unspecified)
    0.62 | i
(109) COc1ccc(C(=O)NC(CCSC)C(=O)N2CCCCCC2)cc1 (stereo unspecified)
    -1.39 | i
(110) CCOC(=O)c1ccc(NC(=O)CN2CCc3ccccc3C2)cc1
    0.37 | i
(111) CCOC(=O)c1cccc(NC(=O)CCCn2c(=O)c3cccn3c3cccnc32)c1
    0.17 | i
(112) O=C(NNC(=S)Nc1ccc(Br)cc1Cl)c1ccco1
    1.82 | i
(113) COc1ccc(CCC(=O)Nc2cc3c4c(c2)CC(=O)N4CCC3)cc1
    1.86 | i
(114) COc1ccc(-c2n[nH]c(C)c2-c2ccc(Cl)cc2)c(O)c1OC
    0.78 | i
(115) CCC(C(=O)Nc1ccc2[nH]ncc2c1)c1ccccc1 (stereo unspecified)
    -0.6 | i
(116) COCc1cc(C)nc2sc(C(=O)OC)c(N)c12
    0.31 | i

Bioassay records: PubChem BioAssay, Johns Hopkins Ion Channel Center
